# Assay outcomes (PubChem)
# TRHR agonist = agonists of human TRH receptor; P34981; TRHR cells, calcium flux fluo-8, FDSS agonist mode; activation, % at 2 µM; hit rate 0.18% among 360,000; in the data active = activation above about 30%; note: 0% is about no effect
#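 In this calcium-flux screen, cells bearing human TRHR are dye-loaded with fluo-8, baselined for 10 cycles, then exposed to library compounds; positive kinetic calcium responses during the agonist phase mark hits, with TRH as control.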
# USP1-UAF1 inh = USP1/UAF1 (human) deubiquitinase inhibition | O94782 | recombinant USP1/UAF1, Ub-Rhodamine cleavage fluorescence | Potency, µM (series often up to 57.1 µM), without a hit: at the top dose activity change, negative = inhibition, actives largely listed as inhibitors | hit rate 0.23% among 390,000 | AID 743255; note: potency is the fitted concentration of half-maximal effect; % is set by controls: 0 for no effect and ±100 for the full control effect; nearly all actives have a fitted effect of over 60% in size; inactives centre near -12
#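 In this screen, compounds sit with the deubiquitinase complex (1nM) for 15 min at room temperature before Ub-Rho is added at 150nM final. Fluorescence rise is then followed for 6 reads every 60 seconds.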
# IDH1 R132H inh = blocks human mutant IDH1 R132H enzyme; Potency, µM (top dose mostly 76.6 µM), for the others: at the highest dose activity change, negative = inhibition, actives largely listed as inhibitors; AID 602179; IDH1-R132H enzyme, NADPH consumption, diaphorase/resazurin fluorescence; hit rate 0.093% among 390,000; O75874; note: potency is the fitted concentration of half-maximal effect; % is set by controls: 0 for no effect and ±100 for the full control effect; nearly all actives have a fitted effect of over 65% in size
#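 IDH1-R132H (0.5 ug/mL) preincubated 30 min with compound, then NADPH (0.016 mM) and alpha-KG (2 mM) added; 80 min at RT, pH 7.5. Remaining NADPH coupled via diaphorase/resazurin to fluorescence (540/590 nm); concentration-response curves normalized to no-enzyme control.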
# PI4K2A inh = blocks human PI4K2A kinase activity; Q9BTU6; activity change, negative = inhibition, % at 76.9 µM; purified PI4K2A, ADP-Glo luminescence, 1 h; active compounds read low; AID 1346378; hit rate 0.13% among 420,000; in the data active = activity change below about -50%; inconclusive = mostly about -30% to -49%;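 note: -100% = wells without enzyme as full effect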
# Target sequence (Q9BTU6 whole entry, looked up): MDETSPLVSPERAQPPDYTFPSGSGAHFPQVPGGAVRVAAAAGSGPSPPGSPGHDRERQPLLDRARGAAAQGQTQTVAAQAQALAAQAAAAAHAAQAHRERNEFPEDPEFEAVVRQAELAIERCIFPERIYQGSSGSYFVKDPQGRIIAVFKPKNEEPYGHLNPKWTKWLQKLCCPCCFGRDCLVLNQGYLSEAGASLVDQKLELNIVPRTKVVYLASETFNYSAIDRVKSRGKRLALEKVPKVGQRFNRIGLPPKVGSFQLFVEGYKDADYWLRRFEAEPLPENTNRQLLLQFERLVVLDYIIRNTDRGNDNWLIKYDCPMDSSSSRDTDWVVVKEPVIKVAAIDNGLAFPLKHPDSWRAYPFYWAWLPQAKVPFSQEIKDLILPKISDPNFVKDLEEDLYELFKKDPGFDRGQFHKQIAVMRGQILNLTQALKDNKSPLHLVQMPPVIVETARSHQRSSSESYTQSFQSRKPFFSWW
#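 ADP-Glo luminescence measured ADP generated by PI4K2A enzyme (4 ug/mL before mixing) with 1.2 mM PI substrate (pre-mix) and 300 microM ATP (pre-mix). Tris pH7.5 buffer with MgCl2, Triton X-100; 1 h reaction at ambient temperature.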
# D2 antag = D2 dopamine receptor (human) antagonism; AID 485344; inhibition, % at 10 µM; hit rate 2% among 340,000; HEK293 TREx D2 cells, calcium flux, dopamine EC80; in the data active = inhibition above about 30%; note: 0% is about no effect
#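 Tetracycline-induced HEK293 TREx cells expressing D2 receptor forced-coupled to calcium signalling, loaded with no-wash calcium dye. Compounds added and calcium flux read 180 s, then dopamine added at EC80 and read a further 180 s.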
# TrxR1 inh = inhibitors of rat thioredoxin reductase 1. recombinant rTrxR1, NADPH fluorescence consumption, selenite substrate. Potency, µM (series often up to 114 µM), inactives show top-dose activity change, negative = inhibition, usual class: inhibitors. hit rate 1% among 390,000. AID 588453; note: potency is the fitted concentration of half-maximal effect; % is set by controls: 0 for no effect and ±100 for the full control effect; nearly all actives have a fitted effect of over 65% in size
# Target sequence (O89049 whole entry, looked up): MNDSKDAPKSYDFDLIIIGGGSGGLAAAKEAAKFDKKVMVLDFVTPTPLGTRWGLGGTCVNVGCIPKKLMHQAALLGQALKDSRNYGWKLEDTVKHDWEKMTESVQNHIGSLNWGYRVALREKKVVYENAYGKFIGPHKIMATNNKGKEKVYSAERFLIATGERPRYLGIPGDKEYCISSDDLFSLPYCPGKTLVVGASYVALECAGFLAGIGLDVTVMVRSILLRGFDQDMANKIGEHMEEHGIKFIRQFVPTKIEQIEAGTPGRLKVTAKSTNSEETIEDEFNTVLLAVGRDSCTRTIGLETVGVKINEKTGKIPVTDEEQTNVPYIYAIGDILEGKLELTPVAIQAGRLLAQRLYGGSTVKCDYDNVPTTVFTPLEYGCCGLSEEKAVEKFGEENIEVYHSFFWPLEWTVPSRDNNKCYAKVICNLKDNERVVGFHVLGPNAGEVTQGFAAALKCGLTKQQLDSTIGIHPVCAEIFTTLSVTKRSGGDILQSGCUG
#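 Rat TrxR1 (90 nM in the dispensed reagent) was pre-reduced with 400 uM NADPH for 5 min at room temperature, then incubated with compound for 15 min. After 400 uM selenite was added, NADPH fluorescence (Ex 340/Em 450 nm) was followed for 8 min.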
# D2 ag = activates the human D2 dopamine receptor | P14416 | HEK293 T-REx D2 cells, calcium flux agonist mode | activation, % at 2 µM | hit rate 0.53% among 340,000 | AID 485358;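 active = activation over 3 SD above normal in the single-dose calcium agonist read, cut at about 30% in these data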; note: 0% is about no effect
#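 Calcium-flux readout, 1 cycle/sec over 180 s following compound pin transfer, in inducible HEK293 Trex D2 cells (force-coupled); dopamine controls included. Positive calcium responses during this window marked compounds as potential agonists.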
# TrxR1 substrate = substrates of rat thioredoxin reductase 1 | hit rate 0.01% among 390,000 | Potency, µM (highest dose often 114 µM), for the others: at the highest dose activity change, negative = substrate turnover | O89049 | purified TrxR1 substrate turnover, NADPH consumption readout | AID 588456; note: potency is the fitted concentration of half-maximal effect; % is set by controls: 0 for no effect and ±100 for the full control effect; nearly all actives have a fitted effect of over 50% in size
#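 Rat TrxR1, dispensed at 90 nM, was prereduced with 400 uM NADPH (final) for 5 min at ~22 deg C, then incubated with compound 15 min before 400 uM selenite. A first-read NADPH fluorescence drop versus no-compound background flagged substrates.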
# TRHR PAM = TRH receptor (human) allosteric enhancement; enhancement, % at 2 µM; hit rate 0.66% among 360,000; P34981; AID 493056; TRHR cells, fluo-8 calcium fluorescence, EC20 TRH enhancement; in the data active = enhancement above about 30%; note: 0% is about no effect
#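 TRHR-expressing cells loaded with fluo-8 calcium dye were read kinetically (ex 480/em 530) during compound addition, then stimulated with an EC20 of TRH (10 nM final). Enhancement of the Gq-mediated intracellular calcium response was scored.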
# * = called active by the depositor; ? = inconclusive; · = no result given; & = joins results of further samples; [ ] = dose if it differs, or a comment. Unless noted, calls come from the whole dose curve; as a rule, active = well fitted inhibition curve with a large enough effect; inconclusive = small, poorly fitted or top-dose-only effect; inactive = no such curve, though single readings can be large or run the other way.
# The line under a structure holds: D2 ag, TRHR agonist, TRHR PAM, TrxR1 substrate, D2 antag, USP1-UAF1 inh, TrxR1 inh, PI4K2A inh, IDH1 R132H inh
- Cc1ccc2cc(NC(=O)c3cccc(F)c3)ccc2n1
 : 0.8, -0.3, 2, -3%, -8, -11%, 20%, 1, -5%
- NC(=O)C1CCN(C(=O)C2CC(=O)N(Cc3ccccc3)C2)CC1 (stereo not given)
 : -0.1, 0.7, 3, 6%, -26, -17%, 15%, 5, 2%
- CC(c1ccccc1)N1CC(C(=O)Nc2ccc(F)cc2)CC1=O (stereo not given)
 : -0.4, -0.3, -5, 6%, 21, -6%, 21%, -11, 1%
- Cc1n[nH]c(C)c1CCOc1ccc(C(C)C)cc1
 : 0.1, 0.4, 0, -14%, -7, -12%, -7%, 3, 3%
- Cc1noc(C)c1COc1ccc(C(=O)NCCc2ccccn2)cc1
 : ·, 0.4, -4, 6%, ·, -24%, 35%, -8, 7%
- NC(=O)C(c1ccc(Br)cc1)c1ccc(C(=O)c2ccccc2)cc1 (stereo not given)
 : 0.6, 0.7, 6, -1%, 6, -11%, 10%, 2, -5%
- COC(=O)c1ccc2c(=O)n(CCCCCC(=O)NCc3ccc(OC)cc3)c(=O)[nH]c2c1
 : -0.1, 0.3, 4, -3%[57.1 µM], ·, ?, 3%[57.1 µM], 2, -18%
- Cc1c(Br)c(C(N)=O)nn1C
 : 0.2, 3.3, -10, 2%, -6, -1%, 11%, -2, 7%
- O=C(CCN1C(=O)/C(=C\c2ccc(F)cc2)SC1=S)Nc1ccc(O)cc1
 : 1.4, 0.0, -3, 8%, 8, -6%, 17%, 4, 2%
- COCCN(C(=S)Nc1ccccc1OC)C1CCN(C(C)=O)CC1
 : 2.0, 0.3, 10, -3%, 14, -11%, -14%, -2, -5%
- CCOc1ccc(C(CC(=O)O)n2cnnn2)cc1OC (stereo not given)
 : 0.9, 0.9, -10, 7%, 9, -2%, 23%[57.1 µM], 4, -3%
- CCSc1ccccc1C(=O)Nc1cc(C)on1
 : -0.2, -1.3, -1, 4%, 4, -21%, 6%, 0, 7%
- C=CCOC(=O)C1=C(C)Nc2nc3ccccc3n2C1c1ccncc1 (stereo not given)
 : 0.2, 0.6, 2, 8%, -14, -30%, -11%, 1, 3%
- CC(=O)Nc1ccc(C(=O)CSc2ncn(-c3ccccc3)n2)cc1
 : -0.3, -0.3, -1, 0%, 8, -9%, 4%, -3, 2%
- COc1ccc(CCNC(=O)c2cc(=O)[nH]c3ccc(S(=O)(=O)N4CCCCC4C)cc23)cc1OC (stereo not given)
 : 3.0, -0.8, 3, -2%[57.1 µM], ·, -26%, 8%[57.1 µM], 1, -7%
- CCOC(=O)CSc1nc2sc3c(c2c(=O)[nH]1)CC(C)(C)OC3
 : 0.7, -0.3, 12, 2%, 1, -12%, 7%, 4, 5%
- Cc1cccc(C)c1-n1c(C)nn(CCOc2ccccc2)c1=O
 : 0.7, 0.3, 5, 3%[57.1 µM], -22, -7%, -14%[57.1 µM], -4, 6%
- CC(=O)NC(Cc1ccccc1)C(=O)NC1CCN(c2ncccc2[N+](=O)[O-])CC1 (stereo not given)
 : ·, 0.5, -1, -3%, ·, -4%, 3%, -5, -4%
- COc1ccccc1OCCNC(=O)c1cc([N+](=O)[O-])cc([N+](=O)[O-])c1
 : 1.8, -0.7, -5, -4%[57.1 µM], 19, -11%, 18%[57.1 µM], -4, -2%
- Oc1c(Br)cc(Br)cc1CNc1cnc2ccccc2c1
 : -0.6, -0.7, -3, 10%, -2, -10%, -9%, -2, 1%

# Later entries
# The line under a structure holds: D2 ag, TRHR agonist, TRHR PAM, TrxR1 substrate, D2 antag, USP1-UAF1 inh, TrxR1 inh, PI4K2A inh, IDH1 R132H inh
- CCCCN(C(=O)C(C)Oc1cccc(Cl)c1)c1c(N)n(CCC)c(=O)[nH]c1=O (stereo not given)
 : ·, -0.2, 8, -1%, ·, -26%, -5%, 5, 0%
- CS(=O)(=O)N1CCc2cc(C(=O)N3CCN(c4cccc(Cl)c4)CC3)ccc21
 : 0.3&-1.3, -0.8&-1.4, 11&-4, 3%&-2%, -2, -23%&-15%, ?, -3&4, 10%&16%
- CCn1cnc2c1c(=O)n(CC(=O)NN)c(=O)n2Cc1ccccc1
 : 0.4, 0.8, 8, 6%, 2, -10%, -8%, -5, 0%
- CCOC(=O)N1CCc2c(sc3c2c(=O)n(Cc2ccccc2)c(=O)n3CC(=O)NCCOC)C1
 : 1.6, -0.1, -3, 0%, 8, -12%, 15%, -4, -4%
- CC1CCCCN1CCNS(=O)(=O)c1ccc2c(c1)oc(=O)n2C (stereo not given)
 : 0.6, 2.3, -2, -3%, 7, -7%, -10%, -2, 3%
- COc1ccc(NC(=O)CN2CCN(c3ccccc3C)CC2)cc1
 : 0.6, -0.2, 3, 2%, -20, -11%, 11%, 1, -1%
- CN1C(=O)/C(=C/c2cc3c(cc2Br)OCO3)NC1=S
 : 0.0, -1.2, 1, ?, 0, -19%, -16%, 2, 0%
- CCc1ccc(N(C(=O)Cc2cccs2)C(C(=O)NC2CCCCC2)c2cn(C)nc2C)cc1 (stereo not given)
 : 1.0, 1.9, -12, -6%, 0, -19%, -8%, -1, 0%
- Brc1ccc(-c2nn3c(-c4ccco4)nnc3s2)o1
 : 2.2, 0.4, 3, -1%[57.1 µM], -4, -9%, 28µM*, -3, -1%
- CCCN(CCC)C(=O)c1cc2c(=O)n3cccc(C)c3nc2n1C
 : 3.8, 0.1, 4, -2%, ·, -18%, 4%, 0, -4%
- CC(NC(=O)c1ccc(OC2CCN(Cc3ccccn3)CC2)cc1)c1nccs1 (stereo not given)
 : ·, 0.9, -6, -1%, ·, -10%, -14%, -6, 4%
- Cc1cc(C)n(CC(O)COc2ccc3ccccc3c2)n1 (stereo not given)
 : 0.3, 0.0, 0, 1%[57.1 µM], 3, ?, 33%[57.1 µM], -1, 22%
- Cc1cc(Br)ccc1SCC(=O)OCC(O)=C(C#N)c1nc2ccccc2[nH]1
 : ·, ·, ·, -3%, ·, -1%, 6%, -4, -2%
- Cc1cccc(NC(=O)c2cc(-c3ccc(C)s3)nc3ccccc23)n1
 : 0.6, 0.7, 3, 46%[57.1 µM], 4, -15%, -6%[11.4 µM], 0, 5%
- COCCn1ccc2c(OCC(=O)Nc3cc(OC)ccc3OC)cccc2c1=O
 : -1.1, -2.0, 2, -1%, -1, -8%, -3%, -2, -2%
- Cc1ccccc1OCC(=O)OCC(=O)NCC1CCCO1 (stereo not given)
 : 0.2, -0.4, 0, 6%, 1, -26%, 11%, 2, 2%
- COc1ccc(NC(=O)OC(CN2CCCCC2)C(F)(F)F)cc1 (stereo not given)
 : -0.4, 0.3, 1, -9%, 26, -14%, 19%[57.1 µM], 1, -5%
- Cc1ccc(CNC(=O)CS(=O)Cc2nc(-c3ccccc3F)oc2C)cc1 (stereo not given)
 : 0.1, -0.4, 5, 2%, -9, -19%, ?, 1, -9%
- COc1ccc(NC(=O)c2cc3c(C)nn(-c4ccccc4)c3s2)c(OC)c1
 : 0.3, 0.3, -3, 13%, ·, -29%, -18%, -3, 10%
- O=C(O)CCC(=O)Nc1nnc(C(F)(F)F)s1
 : 1.1, 0.4, 4, 2%[57.1 µM], -20, -12%, 8%[57.1 µM], 7, 3%

# Next results.
# The line under a structure holds: D2 ag, TRHR agonist, TRHR PAM, TrxR1 substrate, D2 antag, USP1-UAF1 inh, TrxR1 inh, PI4K2A inh, IDH1 R132H inh
- O=C(c1ccco1)N1CCN(Cc2ccccc2F)CC1
 : 78*, 0.0, 1, 3%, 80*, -24%, 15%, 18, 0%
- CCOc1ccc(C(CC(=O)O)NC(=O)C23CC4CC(CC(C4)C2)C3)cc1OC (stereo not given)
 : ·, 0.4, -7, 9%[57.1 µM], ·, -3%, 37%[activator][57.1 µM], -3, -1%
- CC(C)[C@H](N)c1cn([C@@H](CC(N)=O)C(=O)N2CCNCC2)nn1
 : 0.5, 0.6, -1, 8%[57.1 µM], 18, -19%, 8%[57.1 µM], 0, -23%
- COc1ccc(NC(=O)CSc2nc3nc(C)c(Cc4ccccc4Cl)c(C)n3n2)cc1OC
 : ·, -0.7, -2, 5%[57.1 µM], ·, -16%, 24%[57.1 µM], 1, -11%
- CCOC(=O)c1cc(CC)sc1NC(=O)c1ccc(N2C(=O)CCC2=O)cc1
 : 0.0, -0.6, 21, 78%[activator], 1, -17%, 65%[activator], -1, 1%
- O=S(=O)(NCc1cn2ccccc2n1)c1ccccc1F
 : 0.0, 0.2, -2, 9%, 2, -25%, 25%, 4, -5%
- Cc1ccc(-n2ncc3c2CCCC3NC(=O)CCn2ccnc2C)cc1C (stereo not given)
 : ·, ·, ·, -2%, ·, -15%, -6%, 5, 3%
- COC(=O)[C@H](Cc1ccccc1)NC(=O)NCc1ccccc1
 : 0.7, -0.4, 3, 5%, 7, -4%, 7%, -5, -4%
- COc1ccc(-c2c(NC(=O)c3ccco3)oc3ccc(Cl)cc3c2=O)cc1
 : -0.7, -1.2, 4, -6%, 14, -22%, -9%, -2, 2%
- CC(C)C(NS(=O)(=O)c1cccc2nsnc12)C(=O)NC1CCCCC1 (stereo not given)
 : 0.0, -0.5, -6, -15%, 10, -11%, -29%, 3, 9%
- Cc1ccc(N(Cc2cc3ccc(C)cc3[nH]c2=O)C(=O)c2ccco2)cc1
 : 1.3, -0.3, 0, 1%, -11, -23%, ?, 0, 3%
- Cc1ccc(NC(=O)c2ccc(Cl)c(S(=O)(=O)NCC3CCCO3)c2)c(O)c1 (stereo not given)
 : 1.2, 1.0, -1, -4%, -11, 1%, -4%, -1, -4%
- Cc1ccc(NC(=O)CN2CCC(NC(=O)Cc3ccccc3)CC2)cc1C
 : ·, ·, ·, -1%, ·, -4%, 16%, -4, 0%
- CC(C)c1ccc(/C=c2\sc3nc(-c4ccncc4)nn3c2=O)cc1
 : 0.6, -0.3, 8, -2%, -10, -4%, -11%, 130, -5%
- CSc1ncccc1C(=O)NNc1cc(Cl)ccc1Cl
 : 0.2, -0.4, -1, 4%, -8, -21%, 1%, 7, -4%
